# GSK3A inh = human GSK-3 alpha kinase inhibition; P49840; ADP-Glo luminescence, 60 min; inhibition, % at 10 µM; 320,000 tested, 0.1% active; AID 2650;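 in the data active = inhibition above about 50%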;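 also: GST-tagged GSK-3 alpha with peptide substrate and 25 µM ATP; 0% = DMSO neutral wells and 100% = GW8510 positive control wells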
# Target sequence (P49840 whole entry, looked up): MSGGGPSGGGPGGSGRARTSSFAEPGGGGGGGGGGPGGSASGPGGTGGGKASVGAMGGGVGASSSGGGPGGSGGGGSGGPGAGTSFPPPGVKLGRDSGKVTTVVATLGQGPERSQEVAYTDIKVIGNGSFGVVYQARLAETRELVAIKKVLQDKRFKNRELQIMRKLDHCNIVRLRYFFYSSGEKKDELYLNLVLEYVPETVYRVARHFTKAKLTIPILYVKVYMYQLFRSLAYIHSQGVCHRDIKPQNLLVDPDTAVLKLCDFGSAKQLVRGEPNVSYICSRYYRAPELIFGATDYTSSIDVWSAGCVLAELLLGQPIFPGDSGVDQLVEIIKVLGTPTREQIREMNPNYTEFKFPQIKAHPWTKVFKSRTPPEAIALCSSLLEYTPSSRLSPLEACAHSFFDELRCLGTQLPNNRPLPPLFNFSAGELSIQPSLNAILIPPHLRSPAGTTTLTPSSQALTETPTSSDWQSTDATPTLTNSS
# Starred values were filed as active, the others as inactive. An excerpt, so the mix of outcomes need not match the whole.
SMILES,GSK3A inh
NC(=O)c1ccc(NC(=O)COC(=O)CCN2C(=O)c3ccccc3C2=O)cc1,-2
Cc1ccc(NC(=O)CSCC(=O)Nc2cccc(S(=O)(=O)N3CCCCCC3)c2)cc1,-1
CC1Cc2ccccc2N1C(=O)CSc1nncs1 (stereo not given),-1
N#CCc1ccc(NC(=O)CSc2nnc(C3CC3)n2C2CC2)cc1,1
O=S(=O)(c1ccc2c(c1)CCN2)N1CCOCC1,4
O=C(N/N=C/c1ccc(F)c(F)c1)c1cccc(S(=O)(=O)N2CCCCC2)c1,0
CCN1CCN(C(=O)C(C)Oc2ccc(S(=O)(=O)N3CCCC3)cc2C(N)=O)CC1 (stereo not given),-2
C[C@H](CO)N1C[C@H](C)[C@@H](CN(C)C(=O)NC2CCCCC2)Oc2ccc(NS(=O)(=O)c3cn(C)cn3)cc2C1=O,-1
CC(Oc1cccc(Br)c1)C(=O)Nc1cccc(S(=O)(=O)N2CCOCC2)c1 (stereo not given),-1
CCCc1cc(=O)[nH]c(SCC(=O)N2c3ccccc3CC2C)n1 (stereo not given),12
O=C(CNS(=O)(=O)c1ccc(Cl)c(C(F)(F)F)c1)NC1CCCCCC1,-2
CC1CC(C)CN(C(=O)c2cccc(S(=O)(=O)NCc3ccccc3)c2)C1 (stereo not given),-2
CCC1(c2ccccc2)NC(=O)N(CC(=O)N2CCc3ccccc32)C1=O (stereo not given),-4
COCc1c(C(=O)N2CCN(c3ncccn3)CC2)oc2ccccc12,-28
CCN(CC(=O)Nc1c(F)cccc1F)C(=O)CCCc1cccs1,2
CSc1ncccc1C(=O)OCC(=O)Nc1ccc2c(c1)CCC2,1
CC1(C2CC2)NC(=O)N(CC(=O)Nc2ccc(Cl)c([N+](=O)[O-])c2)C1=O (stereo not given),8
Cn1cncc1C#Cc1ccc2cc(CCO)oc(=O)c2c1,-3
CCCCN(C(=O)c1cc(-c2ccco2)nc2ccccc12)c1c(N)n(CCC)c(=O)[nH]c1=O,2
COc1ccc(S(=O)(=O)N2CCOCC2)cc1NC(=O)c1cc(C)oc1C,-1
CC1CCCCC1NC(=O)C(C)N1C(=O)c2ccccc2C1=O (stereo not given),-6
CCCn1nc(C(=O)Nc2nc(-c3ccccn3)cs2)c2ccccc2c1=O,-1
O=C(NOCc1ccccc1)c1ccc(Cl)cc1,-5
CN(Cc1ccco1)C(=O)CN1C(=O)NC2(CCCCC2)C1=O,-1
CCCCC[C@@H]1C=C(C(=O)O)[C@H](c2ccc(Cl)c(Cl)c2)N1S(=O)(=O)c1ccc(C)cc1,-9
Nc1ccc(C(=O)N/N=C/c2ccc(N3CCOCC3)s2)cc1,-1
COc1ccccc1C(=O)NCCC(=O)NCc1ccccn1,-6
Cc1noc(C)c1C(=O)OCC(=O)Nc1ccc(N2CCOCC2)cc1,0
COc1ccccc1CNC(=O)COC(=O)C12CC3CC(CC(O)(C3)C1)C2,0
COc1cccc(NC(=O)COC(=O)c2c(C)nn(-c3ccccc3)c2C)c1,-1
C=C[C@]1(C)C=C2CC[C@H]3[C@@](C)(CCC[C@@]3(C)C(=O)O)[C@@H]2CC1,-5
CCN(CC(=O)Nc1ccc(NC(C)=O)cc1)C(=O)c1c(C)nn(-c2ccc(F)cc2)c1Cl,-6
O=C(NCc1ccccc1)c1ccc(NS(=O)(=O)c2cccs2)cc1,2
O=C(OCC(=O)C12CC3CC(CC(C3)C1)C2)c1ccc(CO)cc1,-3
O=c1[nH]cnc2c1sc1nc(C(F)F)cc(-c3ccccc3)c12,1
COC(=O)C1CCN(C(=O)c2cc(S(=O)(=O)N3CCCCC3)ccc2Cl)CC1,14
O=S(=O)(Nc1cccc(S(=O)(=O)N2CCCC2)c1)c1ccc(Cl)cc1,-2
COCCCNC(=O)CC1C[C@H](C(=O)N(C(C)C)C(C)C)[C@@]2(C)c3[nH]c4ccccc4c3CCN2C1=O (stereo not given in full),0
Cc1ccc(S(=O)(=O)N2CCCCC2)cc1NC(=O)CCNC(=O)c1ccccc1,-4
Cc1ccccc1-c1nnn(Cc2cccc(S(=O)(=O)N3CCOCC3)c2)n1,-1
CN(C)c1cccc(O)c1,-1
COc1ccc(CC(=O)OCC(=O)c2ccc(OC)c(OC)c2)cc1,-6
Cc1ccc(C2(C)NC(=O)N(CC(=O)NNC(=O)c3ccccc3)C2=O)cc1 (stereo not given),1
Cc1ccc(NC(=O)COC(=O)c2c(C)nn(-c3ccccc3)c2C)cc1,1
O=C(CC1C[C@H](C(=O)N2CCCCC2)[C@@]2(CCc3ccccc3)c3[nH]c4ccccc4c3CCN2C1=O)NCCCn1ccnc1 (stereo not given in full),4
COc1cc(-c2cc(C(=O)Nc3ccncc3)c3ccccc3n2)cc(OC)c1OC,-2
COc1ccc(NC(=O)CN2CCCCC2)cc1S(=O)(=O)N1CCCCC1,-1
CC1CCCCN1C(=S)NC(=O)c1ccccc1 (stereo not given),2

# Of the compounds above, these have a COOH group.
SMILES,GSK3A inh
CCCCC[C@@H]1C=C(C(=O)O)[C@H](c2ccc(Cl)c(Cl)c2)N1S(=O)(=O)c1ccc(C)cc1,-9
C=C[C@]1(C)C=C2CC[C@H]3[C@@](C)(CCC[C@@]3(C)C(=O)O)[C@@H]2CC1,-5

# The results go on.
SMILES,GSK3A inh
O=C(NCC(c1ccco1)N1CCCCC1)c1ccc([N+](=O)[O-])s1 (stereo not given),-2
Cc1nnc(NC(=O)c2cc(S(=O)(=O)N(C)C)ccc2N2CCCC2)s1,-4
Cc1cnc(C(=O)OCC(=O)Nc2cc(Cl)ccc2C#N)cn1,8
Nc1c(C(=O)OCC(=O)Nc2cccc([N+](=O)[O-])c2)[nH]c(=O)[nH]c1=O,4
O=C(COC(=O)/C=C/c1ccco1)NCc1ccc(Cl)cc1Cl,0
CCc1ccc(C(c2ccc(CC)cc2)C(Cl)Cl)cc1,-4
Cn1c(CC(=O)NNC(=O)c2ccc(Cl)nc2)nc2ccccc21,-1
Cc1ccc(S(=O)(=O)N(C)C)cc1NC(=O)c1ccccc1SCC(=O)N1CCCC1,-1
CN1CCCN(C(=O)CNC(=O)c2ccccc2Br)CC1,4
CCCCn1c(N)c(N(CC(C)C)C(=O)C2=COCCO2)c(=O)[nH]c1=O,-11
CCc1noc(C)c1C(=O)OCC(=O)NCc1ccccc1OC,0
CC(C)N(Cc1ccccc1)C(=O)COC(=O)c1ccc2ncsc2c1,1

# 4 structures out of the list, sorted by SMILES length, high to low.
SMILES,GSK3A inh
CCCCn1c(N)c(N(CC(C)C)C(=O)C2=COCCO2)c(=O)[nH]c1=O,-11
O=C(CNS(=O)(=O)c1ccc(Cl)c(C(F)(F)F)c1)NC1CCCCCC1,-2
Cc1ccccc1-c1nnn(Cc2cccc(S(=O)(=O)N3CCOCC3)c2)n1,-1
COc1ccccc1C(=O)NCCC(=O)NCc1ccccn1,-6

# The main list resumes, starting 6 compounds before the break.
SMILES,GSK3A inh
Cn1c(CC(=O)NNC(=O)c2ccc(Cl)nc2)nc2ccccc21,-1
Cc1ccc(S(=O)(=O)N(C)C)cc1NC(=O)c1ccccc1SCC(=O)N1CCCC1,-1
CN1CCCN(C(=O)CNC(=O)c2ccccc2Br)CC1,4
CCCCn1c(N)c(N(CC(C)C)C(=O)C2=COCCO2)c(=O)[nH]c1=O,-11
CCc1noc(C)c1C(=O)OCC(=O)NCc1ccccc1OC,0
CC(C)N(Cc1ccccc1)C(=O)COC(=O)c1ccc2ncsc2c1,1
Cc1nn(CC(=O)N(CC(C)C)C2CCS(=O)(=O)C2)c(C)c1[N+](=O)[O-] (stereo not given),-3
O=C(CNC(=O)c1ccc2c(c1)OCO2)NCCOc1ccc(Cl)cc1,-2
CC1CCCC(C)N1C(=O)c1ccc(S(=O)(=O)N2CCCC2)cc1 (stereo not given),-2
O=C(/C=C/c1cccc(F)c1)Nc1ccc(S(=O)(=O)N2CCOCC2)cc1,4
CSCCC(NC(=O)COc1ccccc1)C(=O)N(C)Cc1ccc(Cl)cc1Cl (stereo not given),0
CC1CCCCC1NC(=O)COc1ccc(C#N)cc1 (stereo not given),-4
CCSc1nnc(NC(=O)CCN2C(=O)C3CCCCC3C2=O)s1 (stereo not given),5
CC(Oc1ccccc1F)C(=O)NNC(=O)c1cccc(S(=O)(=O)N2CCN(C)CC2)c1 (stereo not given),-3
Cc1cc(Br)ccc1NC(=O)CN(C)C(=O)CNC(=O)Cc1ccccc1,-3
COc1ccc2c(CC(=O)NNC(=O)c3ccccc3F)coc2c1,-2
COc1ccc(NC(=O)COC(=O)CCc2ccc(S(=O)(=O)N3CCOCC3)cc2)cc1OC,-6
COc1ccc(C(=O)OCC(=O)NCCN2C(=O)CSC2=O)cc1[N+](=O)[O-],1
CN(Cc1ccccc1)C(=O)c1nc[nH]c1C(=O)N1CCN(C(=O)OC(C)(C)C)CC1,-1
CCn1c(CCl)nc2cc(S(=O)(=O)N3CCOCC3)ccc21,-4
CC(C)(C)N(Cc1ccccc1)C(=O)COC(=O)C1CCN(c2ccc(C(F)(F)F)cn2)CC1,4
O=C(COC(=O)c1cccnc1Cl)Nc1cccc(S(=O)(=O)N2CCOCC2)c1,-2
CC(C(=O)N1CCc2ccccc21)N1CCN(S(=O)(=O)c2cccc(C(F)(F)F)c2)CC1 (stereo not given),2
OC1CCCCC1,-1
N#CCC(=O)Nc1ccc(C(=O)OCC(=O)NC2CCCc3ccccc32)cc1 (stereo not given),2
CN(c1ccccc1)S(=O)(=O)c1cccc(C(=O)NC2CCCC2)c1,-3
CSCCC(NC(=O)COc1ccccc1)C(=O)N1CCCCCC1 (stereo not given),-1
CC(=O)N1CCN(C(=O)C(Cc2ccccc2)NC(=O)c2ccccc2)CC1 (stereo not given),1
COc1ccc(/C=C/C(=O)OCC(=O)NC(C)CCc2ccccc2)cc1OC (stereo not given),-1
COc1ccc(NC(=O)CN(C)CC(=O)N(C)C2(C#N)CCC(C)CC2)cc1 (stereo not given),7
CCN(C(=O)CSc1ncnc2sccc12)c1c(N)n(Cc2ccccc2)c(=O)[nH]c1=O,-2
COc1cccc(-c2nn(-c3ccc(C)cc3)cc2C(=O)N2CCN(C3CCS(=O)(=O)C3)CC2)c1 (stereo not given),-5
COc1ccc(-c2cc(C(=O)NC(C)c3ccccn3)c3ccccc3n2)cc1OC (stereo not given),0
CCCCOc1ccc(C(=O)NCC(=O)NCC(c2ccc(OC)cc2)N2CCOCC2)cc1 (stereo not given),0
O=C(CC1SC(N2CCCCC2)=NC1=O)Nc1ccc(C(=O)NCCc2ccc(F)cc2)cc1 (stereo not given),0
CC1CCCCC1NC(=O)COC(=O)CN1C(=O)c2ccccc2C1=O (stereo not given),6
CC[C@@H]1C=C(C(=O)O)[C@H](c2ccc(F)cc2)N1S(=O)(=O)c1ccc(C)cc1,0
Cc1cccc(NC(=O)C(C)Sc2nc3nc(C)cc(C)n3n2)c1 (stereo not given),-4
COc1ccc(CNC(=O)COC(=O)c2cccn2C)cc1,-1
Cc1ccc(SCC(=O)N2CCN(S(=O)(=O)c3cccs3)CC2)cc1,6
COc1ccc(S(=O)(=O)N2CCCCCC2)cc1NS(=O)(=O)c1cc(C(=O)O)cc(C)c1C,-2
Cc1ccc(C)c(N)c1,1
Cc1c(Cl)cnc(NC(=O)COC(=O)[C@@H](NC(=O)c2ccco2)C(C)C)c1Cl,-4
CC(C(=O)NC1CCCC1)N1CCN(S(=O)(=O)c2ccc(C(C)(C)C)cc2)CC1 (stereo not given),-3
O=C(CSc1ncn[nH]1)Nc1ccc(Br)cc1Br,-1
O=C(CNC(=O)c1cccc([N+](=O)[O-])c1)NC1CCCc2ccccc21 (stereo not given),-2
CC(C)CN(C(=O)C1=NN(c2ccccc2)C(=O)CC1)c1c(N)n(Cc2ccccc2)c(=O)[nH]c1=O,0
COc1ccc(C(CNC(=O)c2cccc(S(=O)(=O)N3CCc4ccccc43)c2)N(C)C)cc1 (stereo not given),-2
Cn1cncc1C#Cc1ccc2c(=O)c3ccccc3oc2c1,2
CC(Sc1nc(N)cc(N)n1)C(=O)NCCC1=CCCCC1 (stereo not given),-3
Cc1cc(C)c2nc(N3C(=O)C(O)=C(C(=O)c4ccco4)C3c3ccc(O)cc3)sc2c1 (stereo not given),0
Cc1nc2ccc(NS(=O)(=O)c3ccc(F)c(F)c3F)cc2s1,-1
CN(C(=O)COC(=O)C12CC3CC(CC(Cl)(C3)C1)C2)c1ccccc1,-2
CC(C)CCN(C(=O)c1ccccn1)c1c(N)n(Cc2ccccc2)c(=O)[nH]c1=O,0

# Quoted from the listing:
# `C=C[C@]1(C)C=C2CC[C@H]3[C@@](C)(CCC[C@@]3(C)C(=O)O)[C@@H]2CC1` @ GSK3A inh: -5
# `Cc1nnc(NC(=O)c2cc(S(=O)(=O)N(C)C)ccc2N2CCCC2)s1` @ GSK3A inh: -4
# `O=C(/C=C/c1cccc(F)c1)Nc1ccc(S(=O)(=O)N2CCOCC2)cc1` @ GSK3A inh: 4
# `CN(C(=O)COC(=O)C12CC3CC(CC(Cl)(C3)C1)C2)c1ccccc1` @ GSK3A inh: -2
# `CC(C)(C)N(Cc1ccccc1)C(=O)COC(=O)C1CCN(c2ccc(C(F)(F)F)cn2)CC1` @ GSK3A inh: 4
# `O=C(CSc1ncn[nH]1)Nc1ccc(Br)cc1Br` @ GSK3A inh: -1

# The listing continues:
SMILES,GSK3A inh
CC1CN(C(=O)COC(=O)c2ccc3ncsc3c2)CC(C)O1 (stereo not given),-2
O=C(COC(=O)c1ccc(Br)o1)Nc1cccc(S(=O)(=O)N2CCOCC2)c1,-1
Cc1csc(=O)n1CCC(=O)OC(C)C(=O)Nc1ccc(N2CCOCC2)cc1 (stereo not given),-2
Nc1nccnc1C(=O)OCC(=O)NCCc1ccc(Cl)cc1,-6
Cc1cc(C(=O)NCC(c2ccco2)N2CCCC2)c2ccccc2n1 (stereo not given),3
O=C(COC(=O)c1ccc([N+](=O)[O-])o1)NC12CC3CC(CC(C3)C1)C2,1
O=C(C[C@@H]1C/C=C\CC[C@H](Cc2ccc(F)cc2)C(=O)OC[C@@H]2CCCN2C1=O)N[C@H](CO)Cc1ccccc1,2
CCOc1ccc(NC(=O)Cc2ccc(S(=O)(=O)N3CCCCC3)cc2)cc1OCC,-4
COc1ccc(NC(=O)CN(C)C(=O)Cc2ccc(-c3ccccc3)cc2)cc1,-1
O=C(c1ccc(Cl)c(S(=O)(=O)N2CCOCC2)c1)N1CCN(c2ccccn2)CC1,-1
CC(OC(=O)c1ccco1)C(=O)Nc1ccc(C(F)(F)F)cc1 (stereo not given),1
